# CHT inh – inhibitors of human choline transporter CHT. CHT-expressing cells, membrane potential dye, choline response; stronger effect = lower value. B-score at 10 µM. 0.86% of 310,000 active. AID 488975;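 active means B-score over 3 SD under the library average, and starting fluorescence ratio not unusually high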;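 further: choline stimulus applied at its EC90 after an EC20 pre-addition; B-score computed on integrated fluorescence ratio after choline addition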
# KCNQ2 inh – KCNQ2 potassium channel inhibitors, primary screen, cell-based, CHO-K1, FluxOR thallium flux, B-score (AID 2156); 1.1% of 310,000 active; B-score at 10 µM; 20 min; stronger effect = lower value; O88943;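 active means fluorescence ratio B-score at most minus 3 library SDs, with starting brightness B-score within 2 library SDs, cut at about -5.5 in these data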
# Target sequence (O88943 whole entry, looked up): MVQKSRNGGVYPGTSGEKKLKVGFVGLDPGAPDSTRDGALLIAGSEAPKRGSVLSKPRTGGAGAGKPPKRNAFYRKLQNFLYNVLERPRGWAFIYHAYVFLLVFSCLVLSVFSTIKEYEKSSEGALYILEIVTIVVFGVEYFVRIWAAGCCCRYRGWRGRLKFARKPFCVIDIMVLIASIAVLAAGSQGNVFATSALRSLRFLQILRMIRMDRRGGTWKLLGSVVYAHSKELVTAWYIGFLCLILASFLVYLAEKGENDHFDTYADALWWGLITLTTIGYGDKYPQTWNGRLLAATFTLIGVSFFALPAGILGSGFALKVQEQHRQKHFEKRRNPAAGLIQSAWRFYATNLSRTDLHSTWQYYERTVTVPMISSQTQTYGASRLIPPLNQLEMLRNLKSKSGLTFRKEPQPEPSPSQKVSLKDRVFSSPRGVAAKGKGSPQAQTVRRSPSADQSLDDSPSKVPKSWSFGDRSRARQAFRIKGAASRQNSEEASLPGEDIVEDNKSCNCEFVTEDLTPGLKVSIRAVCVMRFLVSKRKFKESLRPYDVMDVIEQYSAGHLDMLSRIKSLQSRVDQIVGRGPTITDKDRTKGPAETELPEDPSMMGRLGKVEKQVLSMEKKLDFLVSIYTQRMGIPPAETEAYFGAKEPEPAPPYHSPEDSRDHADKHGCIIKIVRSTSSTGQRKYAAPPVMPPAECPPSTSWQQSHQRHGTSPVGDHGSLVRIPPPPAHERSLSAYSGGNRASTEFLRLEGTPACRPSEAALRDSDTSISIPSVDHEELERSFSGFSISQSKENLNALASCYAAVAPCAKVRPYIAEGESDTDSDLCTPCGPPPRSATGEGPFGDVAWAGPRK
# Kir21 block – blocks the mouse Kir2.1 inward-rectifier potassium channel | P35561 | HEK293-Kir2.1, FluxOR thallium flux fluorescence; stronger effect = lower value | B-score at 10 µM | 0.85% of 310,000 active;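 active means fluorescence ratio B-score at or below minus 3 SD of library scores, with starting-brightness B-score within 2 SD, cut at about -4.2 in these data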;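 further: channel flux triggered by added potassium and thallium sulfate stimulus; B-score of peak minus minimum fluorescence over baseline after thallium stimulus; more negative B-score means stronger Kir2.1 block with less thallium influx; some compounds called inactive have numbers as strong as hits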
# * marks the source's active call; other numbers are inactive results; i = inactive; nt = no result given.
SMILES,CHT inh,KCNQ2 inh,Kir21 block
COc1ccc(NC(=O)C(=O)NCCC2CCCCN2S(=O)(=O)c2ccccc2)cc1 (stereo not given),i,i,-0.84
COc1cc(OC)c2ccc(=O)oc2c1C(CC(=O)N1CCCC(C)C1)c1ccc2c(c1)OCO2 (stereo not given),i,i,0.13
Cc1cc(/C=C2/C(=N)N3C(c4ccccc4)=CSC3=NC2=O)c(C)n1-c1ccccc1,i,i,-2.5
CCOc1ccc(-c2noc(CCC(N)=O)n2)cc1OCC,i,i,0.29
Cc1ccc(S(=O)(=O)NCC(=O)NC2CCCC2)cc1,nt,i,0.03
CCN(CC)S(=O)(=O)c1cccc(C(=O)OCC(=O)Nc2ccc3c(c2)c2ccccc2n3CC)c1,i,i,-0.59
CCOC(=O)Cc1csc(NC(=O)Cc2cccs2)n1,i,i,-0.52
Cc1noc(NS(=O)(=O)c2ccc(N/C=C\C(=O)c3ccc4c(c3)OCO4)cc2)c1C,i,i,0.86
CCCSc1ncnc2sc(C)c(C)c12,i,i,0.09
COC(=O)C1=C(C)N(CC2CC2)C(=NCc2cccc(Cl)c2)N[C@H]1c1ccccc1,i,i,-4.6*
COC(=O)c1cccc(S(=O)(=O)N2CCC(NC(=O)Nc3cccc(F)c3)CC2)c1,i,i,0.79
Cc1ccc(NC(=O)Nc2ncnc3nc[nH]c23)cc1,i,i,0.89
Cc1onc(-c2ccccc2Cl)c1NC(=O)NCc1cccs1,i,i,-0.81
CC1CCCC(C)N1CCCNC(=O)c1csc2c1CCCCC2 (stereo not given),i,i,-0.27
Cc1ccc(CN2CCNC(=O)C2CC(=O)N(Cc2c(C)nn(C)c2C)C2CC2)o1 (stereo not given),i,i,-0.04
NS(=O)(=O)c1ccc(CCNC(=O)COC(=O)/C=C/c2ccccc2Cl)cc1,i,i,1.4
Cc1cc(-c2nc(-c3ccncc3)no2)ccc1[N+](=O)[O-],i,i,-0.04
COc1cc(OC)c(C2CC(=O)N3CN(C)CSC3=C2C#N)cc1OC (stereo not given),i,i,-1.9
O=C(Nc1ccc(S(=O)(=O)N2CCCCCC2)cc1)c1ccco1,i,i,0.71
O=C(NC1CCCc2ccccc21)C1CCN(c2c3c(nc4ncnn24)CCC3)CC1 (stereo not given),i,i,0.65
COc1ccccc1C(=O)NC(=O)COC(=O)c1ccc(NC(=O)CC#N)cc1,i,i,0.89
C=CCN(c1ccccc1)S(=O)(=O)c1cccc(C(=O)OCC(=O)NC2CC2)c1,i,i,-1.4
CCCc1cc(=O)[nH]c(SCCCCN2C(=O)c3ccccc3C2=O)n1,i,i,-3
COc1cccc(C(=O)N2CCN(Cc3cccc(F)c3)CC2)c1,i,i,-0.9
S=c1[nH]nc(-c2ccccn2)n1/N=C/c1c(Cl)cccc1Cl,i,i,0.84
Nc1nnn(CC(=O)N/N=C/c2ccc(Cl)cc2Cl)n1,i,i,-1.2
Cc1cc(C)cc(OCC(=O)OCC(=O)Nc2c(C)n(C)n(-c3ccccc3)c2=O)c1,i,i,1
N#C/C(=C\c1ccc(OCC(N)=O)cc1)c1ccccc1,i,i,-0.52
O=C(COC(=O)CCOc1ccccc1)Nc1ncc(Cl)cc1Cl,i,i,0.46
CCCCOc1ccc(CCC(=O)N/N=C/c2ccco2)cc1,i,i,2.1
COc1ccc(CNC(=O)C2CCCN(c3nc4ccccc4o3)C2)c(OC)c1 (stereo not given),i,i,0.03
Cc1ccc(N2C(=O)C(NC(=O)c3c(F)cccc3F)(C(F)(F)F)C3=C2CC(C)(C)CC3=O)cc1 (stereo not given),i,i,-0.37
O=C1NC(c2ccccc2)C(C(=O)c2cccs2)C(O)(C(F)(F)F)N1 (stereo not given),i,i,-0.35
Cc1cc(NC(=O)C(C)SCC(=O)OC(C)C(=O)Nc2ccccc2C)no1 (stereo not given),i,i,-0.19
CCCCCC(=O)NC(=S)Nc1ccc(Cl)cn1,i,i,0.43
O=C(COC(=O)c1ccc(Br)cc1)NCCc1ccccc1,i,i,-0.69
O=C(Nc1ccc(N2CCOCC2)cc1)c1ccc(Cl)nc1,i,i,0.53
COc1ccc(CCNC(=O)CCC(=O)N2CCOc3ccccc32)cc1OC,i,i,0.21
COC(=O)CS(=O)(=O)c1ccsc1C(=O)Nc1ccc(F)cc1,i,i,2.3
CCc1ccc(S(=O)(=O)NC2CCCCNC2=O)cc1 (stereo not given),i,i,-0.15
Cn1nc(-c2ccccc2)c(C(=O)NCC(=O)O)c1Cl,i,i,0.02
CCN(CC)CCn1c(SCC(=O)Nc2ccc(F)cc2)nc2c(sc3ccccc32)c1=O,i,i,0.88
Cc1cc(C(=O)NCC(=O)OCC(=O)N(C(C)C)C(C)C)ccc1[N+](=O)[O-],i,i,0.4
O=C(NC1=NCCS1)c1nc(-c2ccccc2)n(-c2ccccc2)n1,i,i,0.12
CCN(CC)C(=O)Cn1c(=O)n(-c2ccccc2)c(=O)n1CC(=O)N(CC)CC,i,i,0.55
O=C1C(=O)N(Cc2ccco2)C(c2cccs2)/C1=C(\O)c1cccc([N+](=O)[O-])c1 (stereo not given),i,i,-1.2
O=S(=O)(c1cccc(-c2cn3cc(Cl)ccc3n2)c1)N1CCOCC1,i,i,-3.1
O=C(CN(C1CCCCC1)S(=O)(=O)c1ccccc1)NCc1ccco1,i,i,0.55
COc1ccc(CN(C)CC(=O)N2CCc3ccccc3C2)cc1,i,i,-2.9
COc1ccccc1OCCC(=O)OCC(=O)Nc1cc(S(=O)(=O)N(C)C)ccc1Cl,i,i,0.44
O=C(COC(=O)c1ccc2ccccc2n1)Nc1cccc(S(=O)(=O)NC2=NCCCCC2)c1,i,i,-0.58
Cc1cc(-c2n[nH]c(=S)n2/N=C/C(Br)=C/c2ccccc2)n[nH]1,i,i,-0.7
O=C(NC1CCCCC1)c1ccc(COCC(F)(F)F)o1,i,i,-0.06
CCN1CCN(Cc2ccc(NC(=O)Nc3ccccc3OC)cc2)CC1,i,i,0.23
C/C(CC(=O)Nc1ccc(Cl)c(C(F)(F)F)c1)=N\NC(=O)c1cc2ccccc2cc1O,i,i,0.11
COc1ccc(/C(C)=N/N=C2/NC(=O)CC(C(=O)O)S2)cc1F (stereo not given),i,i,-1.1
Cc1ccccc1NC(=S)N1CCCC1,i,i,-0.06
Cc1ccc(C)c(NC(=S)N/N=C2\CCc3ccccc32)c1,i,i,-0.68
Cc1c(N=C2Nc3cccc4cccc2c34)c(=O)n(-c2ccccc2)n1C,i,i,0.35
Cc1cccc(OCCn2c(-c3ccco3)nc3ccccc32)c1,i,i,-1.9

# Later entries
SMILES,CHT inh,KCNQ2 inh,Kir21 block
C=C(C)CSc1ncc(-c2cccc(C(F)(F)F)c2)cn1,i,i,0.53
O/N=C/CCn1c(=S)sc2ccccc21,i,i,0.04
CCOC(=O)c1cnn(-c2ncnc3c2cnn3Cc2ccccc2)c1N,i,i,-2.4
Cc1ccc(NC(=O)Cn2cnc3ccccc32)cc1C,i,i,-0.33
CCOc1cc(C(C#N)N2CCOCC2)ccc1OC (stereo not given),i,i,-0.11
O=C(CSc1nnc(-c2ccco2)n1CC1CCCO1)NC1CCCC1 (stereo not given),i,i,0.76
c1ccc(-n2cnnc2SCc2cn3ccsc3n2)cc1,i,i,-0.09
Cc1cc(C(=O)N/N=C/c2cn[nH]c2-c2ccccc2)cs1,i,i,-0.83
CC1=CCC2C(=O)N(c3cccc(C(=O)NC(C)c4ccccc4)c3)C(=O)C2C1 (stereo not given),i,i,-1.9
O=C(CCN1C(=O)c2ccccc2C1=O)NNC(=O)c1ccc(Cl)cc1Cl,i,i,0.28
COc1ccccc1S(=O)(=O)Cc1ccc(C(=O)NCCN2CCCCCC2)o1,i,i,1.8
O=C(O)c1ccc(/C=N/Nc2nc3ccccc3[nH]2)cc1,i,i,0.93
CCCS(=O)(=O)c1ccc(COC(=O)Cc2ccc([N+](=O)[O-])cc2)cc1,i,i,-0.46
COc1ccccc1CNC(=O)C/C(C)=N/NC(=O)Cc1ccc(Cl)cc1,i,i,-2
COc1ccc2c(c1)CCCN2C(N)=O,i,i,0.66
COc1ccc(CCC(=O)NC2=NCCS2)cc1OC,i,i,-0.32
CCOC(=O)C1=C(O)C(=O)N(Cc2cccnc2)C1c1ccc(C)cc1 (stereo not given),i,i,2.1
Cc1ccc(C)c(N2CC(O)(c3cccs3)[N+]3=C2CCCC3)c1 (stereo not given),i,i,0.18
CC(=O)C1=C(C)Nc2ncnn2C1c1ccccc1OCc1ccccc1 (stereo not given),i,i,-0.08
COc1ccc(C)cc1NC(=O)CCCN1C(=O)CCC1=O,i,i,-0.07
CC1CN(S(=O)(=O)c2csc(C(=O)Nc3ccccc3)c2)CC(C)O1 (stereo not given),i,i,0.71
O=C(c1ccc(-n2cccn2)cc1)N1CCc2ccccc2C1,i,i,0.04
Cc1ccc(S(=O)(=O)NC(C)(C)CSc2ccccn2)cc1,i,i,-3.5
CC(NC(=O)CN(C)CC(=O)Nc1ccc(Cl)c(C(F)(F)F)c1)c1ccccc1 (stereo not given),i,i,1.3
Cc1ccn(C(C)CC(=O)Nc2ccc(-c3ccno3)cc2)n1 (stereo not given),i,i,-0.87
Cn1c(=O)c2c(nc(CN3CCN(C(=O)c4ccco4)CC3)n2Cc2cccc(Cl)c2)n(C)c1=O,i,i,-0.89
CC(C)(C)NC(=O)CN(Cc1cccs1)C(=O)C1COc2ccccc2O1 (stereo not given),i,i,-1
O=C(Nc1ccnn1C1CCN(C2CCOCC2)CC1)c1cccc(F)c1,i,i,-0.55
C=CCNc1nc(Nc2ccc([N+](=O)[O-])cc2)nc(OC)n1,i,i,0.65
CS(=O)(=O)N1CCC(C(=O)NCCC2=CCCCC2)CC1,i,i,0.75
Cc1ccc2[nH]c(=O)c(CN(CCN3CCOCC3)C(=O)Nc3ccccc3F)cc2c1,nt,i,2.3
Oc1ccc(NC(=S)Nc2ccc(F)cc2)cc1,i,i,0.11
CN1C(=O)c2cccc3c(Br)ccc(c23)C1=O,i,i,-0.23
CCCc1cc(-c2n[nH]c(C)c2-c2ccc(C(=O)OCC)o2)c(O)cc1O,i,i,-1.2
COc1ccc(N2CC(C(=O)Nc3cccc(S(=O)(=O)N4CCCC4)c3)CC2=O)c(OC)c1 (stereo not given),i,i,-0.19
O=C(c1ccccc1Cl)N1CCN(S(=O)(=O)c2cccs2)CC1,i,i,0.67
COc1ccc(CNC(=O)C(=O)NCC2OCCN2S(=O)(=O)c2ccc(C)cc2)cc1 (stereo not given),i,i,-0.04
Nc1nnc(SCC(=O)NC2CCCCCCC2)s1,i,i,-0.08
O=C(Nc1ccc(S(=O)(=O)N2CCCC2)cc1)c1ccc2c(=O)n3c(nc2c1)CCCCC3,i,i,-0.53
CCOc1cc(CNCc2ccc(C(=O)O)cc2)ccc1OC,i,i,1.5
COC(=O)c1ccccc1Oc1ccc(NC(=O)c2ccco2)cc1,i,i,0.01
CCOc1ccccc1-c1nc(-c2ccc(NC(=O)Cc3ccc(OC)cc3)cc2)no1,i,i,0.73
O=C(Nc1cccn2ncnc12)C(Cl)Cl,i,i,0.47
COCCNC(=O)Nc1ccc(F)cc1,i,i,-0.82
CC(C)CCNC(=O)CN(Cc1ccco1)C(=O)CCC(=O)Nc1nccs1,i,i,0.83
O=C(NCc1ccc(F)cc1)c1cc(S(=O)(=O)N2CCOCC2)ccc1F,i,i,-2
CC(C)(C)CC(=O)NC(=S)NCCc1ccccc1,i,i,1.3
CCOc1ccc(NC(=O)CSc2nnc(CCNC(=O)c3ccc(OC)cc3)n2C)cc1,i,i,-1.3
Cc1ccc(N2C(=O)C(CN3CCCCC3)C2c2ccccc2)cc1 (stereo not given),i,i,-1
CN(C)c1ccc(/C=c2\sc3n(c2=O)CCCN=3)cc1,i,i,-3.9
Cc1ccc(S(=O)(=O)N(C)C)cc1NC(=S)Nc1ccc2cn[nH]c2c1,i,i,0.5
O=C(NCc1ccco1)c1ccccc1Nc1ccc(F)cc1,i,i,-1.3
Cc1ccc(C(=O)O)cc1NC(=S)NC(=O)c1ccc(COc2ccccc2)cc1,-6.5*,i,-0.43
N#Cc1c(-c2ccccc2)oc(=O)c2ccccc12,i,i,1.6
Cc1nc2scc(-c3cccs3)c2c(=O)n1CC(=O)O,i,i,-0.37

# Source: PubChem (Johns Hopkins Ion Channel Center)
